# ABCB1 inh: human ABCB1 inhibition, ABCG2 as counter-screen | P08183 | CCRF-Adr cells, JC-1 efflux, flow cytometry | inhibition, % at 6.6 µM | actives 0.067% (n = 190,000); in the data active = inhibition above about 40%;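 also: 0% = vehicle and 100% = reference inhibitor; higher value means more JC-1 retained so stronger ABCB1 efflux block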
# RGS4-Gao reg: human RGS4-Galphao interaction regulation; Multiplexed bead flow cytometry, RGS4-Galphao binding; actives lie on both sides; actives 0.33% (n = 220,000); binding response (% of control), % at 10 µM; AID 1415; in the data active = binding response below about 49% or above about 150%; inactive = in between;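 also: fluorescent Galphao activated with aluminum fluoride binding bead-coupled RGS4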
# Bim-Bcl-XL: inhibitors of Bim-Bcl-XL interaction, human. inhibition, % at 10 µM. actives 0.04% (n = 190,000). AID 1007. Bim peptide-Bcl-XL binding, bead flow cytometry, fluorescence. Q07817
# Target sequence (Q07817 whole entry, looked up): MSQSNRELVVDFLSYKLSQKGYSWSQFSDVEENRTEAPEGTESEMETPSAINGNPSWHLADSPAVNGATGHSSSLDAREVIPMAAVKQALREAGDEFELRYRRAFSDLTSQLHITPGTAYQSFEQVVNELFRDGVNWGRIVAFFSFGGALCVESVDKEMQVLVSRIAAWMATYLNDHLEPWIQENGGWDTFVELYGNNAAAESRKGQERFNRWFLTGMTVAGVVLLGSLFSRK
# Bim-Bcl-2: disrupts Bim peptide binding to human Bcl-2; P10415; Bead-based flow cytometry, Bim peptide-Bcl-2 binding; inhibition, % at 10 µM; actives 0.06% (n = 190,000); AID 950; in the data active = inhibition above about 40%; inconclusive = no clear call, values can overlap the other calls;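 also: 0% = no compound wells with probe peptide and 100% = reference peptide inhibitor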
# Target sequence (P10415 whole entry, looked up): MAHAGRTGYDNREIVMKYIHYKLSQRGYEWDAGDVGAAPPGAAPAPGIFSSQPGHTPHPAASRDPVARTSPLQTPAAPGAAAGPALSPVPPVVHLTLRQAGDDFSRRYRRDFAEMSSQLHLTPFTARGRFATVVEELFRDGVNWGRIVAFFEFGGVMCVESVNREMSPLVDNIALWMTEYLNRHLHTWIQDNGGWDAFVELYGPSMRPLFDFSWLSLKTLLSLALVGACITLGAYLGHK
# GSH fluor: GSH bead compound fluorescence profile. fluorescence (KMESF) at 10 µM. AID 1776. actives 0.25% (n = 190,000). GSH beads flow cytometry, compound fluorescence 488/530 nm; stronger effect = higher value; in the data active = fluorescence above about 89;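 also: glutathione beads carrying GST-tagged Bcl family fusion proteins plus one bare bead set; values are compound well signal with DMSO vehicle wells as background; inactives centre near 16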
# Avidin fluor: avidin bead compound fluorescence profile | Avidin beads, compound fluorescence 488/530 nm, flow cytometry; stronger effect = higher value | fluorescence (KMESF) at 10 µM | actives 0.38% (n = 220,000) | AID 1775; in the data active = fluorescence above about 47; also: inactives centre near 10
# Bfl-1 Bim block: inhibitors of Bim-Bfl-1 interaction, human | actives 0.12% (n = 190,000) | inhibition, % at 10 µM | Bead-based flow cytometry, Bim-Bfl-1 binding inhibition;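 also: 0% = wells without compound plus tracer and 100% = blocker peptide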
# ABCG2 inh: inhibitors of human ABCG2 transporter, ABCB1 counter-screen; Q9UNQ0; IgMXP3 cells, JC-1 efflux, flow cytometry; inhibition, % at 6.6 µM; actives 0.1% (n = 190,000);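 active = inhibition above 80%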;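 also: 0% = DMSO and 100% = nicardipine control wells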
#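 Test system: IgMXP3 cells (ABCG2) mixed with DDAO far-red-labelled CCRF-Adr cells (ABCB1). Reagent: JC-1 transporter substrate. Compound dosing: single test compound dose, 6.6 µM final. Times: 10 min compound exposure, 25 °C. Detection: flow cytometry of retained JC-1 fluorescence. Read-out basis: efflux inhibition in percent versus controls. Controls: nicardipine and DMSO wells.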
# Bcl-B Bim block: disrupts Bim peptide binding to human Bcl-B; bead-based flow cytometry; Q9HD36; inhibition, % at 10 µM; AID 951; actives 0.073% (n = 190,000);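 also: 0% = tracer peptide without compound and 100% = reference inhibitor peptide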
# Target sequence (Q9HD36 whole entry, looked up): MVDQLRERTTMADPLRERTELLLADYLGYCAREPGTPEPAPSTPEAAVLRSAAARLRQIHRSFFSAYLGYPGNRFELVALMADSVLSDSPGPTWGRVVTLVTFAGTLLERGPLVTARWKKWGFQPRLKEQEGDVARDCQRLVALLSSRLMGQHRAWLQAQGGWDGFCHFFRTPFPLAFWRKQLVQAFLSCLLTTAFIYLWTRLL
# RGS7-Gao: regulators of human RGS7-Galphao interaction; Multiplexed bead flow cytometry, RGS7-Galphao binding; actives lie on both sides; actives 0.35% (n = 220,000); P09471; binding response (% of control), % at 10 µM; in the data active = binding response below about 49% or above about 150%; inconclusive = no clear call, values can overlap the other calls; inactive = in between;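 also: fluorescent Galphao held in activated GDP-AlF4 state binding bead-coupled RGS7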
# Bim-Bcl-W: inhibitors of Bim-Bcl-W interaction, human. bead-based flow cytometry, Bim peptide-Bcl-W binding. actives 0.02% (n = 190,000). inhibition, % at 10 µM. AID 952. Q92843;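 also: 0% = bound tracer without compound and 100% = peptide blocker; higher means less fluorescent Bim peptide bound to Bcl-W beads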
# Target sequence (Q92843 whole entry, looked up): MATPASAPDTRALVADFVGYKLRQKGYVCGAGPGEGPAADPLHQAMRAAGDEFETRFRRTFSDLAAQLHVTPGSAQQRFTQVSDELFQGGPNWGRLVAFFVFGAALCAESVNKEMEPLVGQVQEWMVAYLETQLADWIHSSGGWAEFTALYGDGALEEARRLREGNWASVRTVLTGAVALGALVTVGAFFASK
# The depositor's hits bear a star; u = inconclusive. Rule as the data show it, unless noted: active = inhibition above about 40%.
SMILES,ABCB1 inh,RGS4-Gao reg,Bim-Bcl-XL,Bim-Bcl-2,GSH fluor,Avidin fluor,Bfl-1 Bim block,ABCG2 inh,Bcl-B Bim block,RGS7-Gao,Bim-Bcl-W
COc1ccc(CCNC(=O)CSc2n[nH]c(C)c2[N+](=O)[O-])cc1OC,1.0,98,-3,0,18,7,-4,8,-5,107,0
C=CCn1c(SCC(=O)Nc2ncc(Cc3cc(Cl)ccc3Cl)s2)nnc1-c1ccncc1,0.7,98,-6,-6,32,10,-11,3,-5,100,0
Cc1cccc(NC(=O)CSc2nnc(CSc3nc(C)cc(C)n3)o2)c1,1.1,100,3,-7,68,6,-12,3,-8,101,1
O=C(Cn1cnc2c(cnn2-c2ccc(F)cc2)c1=O)N1CCN(c2ccccc2F)CC1,0.2,96,-2,-4,26,5,-12,1,-4,100,3
C=C(C)c1cccc(C(C)(C)NC(=O)N2CCN(C)CC2)c1,0.2,106,-16,-5,35,8,-9,5,-7,104,-7
CC1CC(C)CN(CCCNC(=O)CCNC(=O)Cn2ccc3ccccc3c2=O)C1 (stereo unspecified),0.5,92,1,-9,52,8,-14,2,-5,91,-3
Cc1ccc(OCCCNCCO)c(Br)c1,0.4,102,0,0,10,23,0,1,1,100,0
CC(CC(=O)NC1CCCC1)c1ccccc1 (stereo unspecified),0.0,108,1,-2,12,8,0,0,0,106,-1
Cc1cccc(C)c1NC1=C(Cl)C(=O)OC1OC(C)C (stereo unspecified),0.2,104,-2,0,22,14,-2,4,-1,101,0
Cc1cc(NC(=O)COc2ccc(N(C)S(=O)(=O)c3ccccc3)cc2)no1,0.9,99,-1,0,7,19,0,6,1,105,1
Oc1ccc2ccccc2c1C=Nc1ccc(N2CCOCC2)cc1,0.0,95,-7,-6,12,6,4,0,-14,91,3
COc1nnc(-c2ccc(N3CCCCC3)c(NC(C)=O)c2)c2ccccc12,0.5,104,-3,-12,9,10,-9,2,-6,103,0
Cc1cc(NCc2ccncc2)ccc1Br,0.4,97,0,-2,12,11,-7,1,-3,97,0
O=S(=O)(c1ccc(Br)cc1)c1nc(-c2ccccc2)oc1NCc1cccnc1,11,102,0,-3,23,27,-12,11,-2,101,3
Cc1cc(C)n(C(CC(=O)N2CCc3ccccc3C2)C(=O)O)n1 (stereo unspecified),0.0,101,-5,-9,23,16,-6,1,-11,100,-4
CCOC(=O)N1CCN(C(=O)C2CCN(S(=O)(=O)N(CC)CC)CC2)CC1,1.2,104,0,-3,6,18,0,4,0,101,0
CCC(=O)c1ccc(N2CCN(S(=O)(=O)c3ccccc3)CC2)c(F)c1,0.4,104,0,0,15,10,5,2,1,102,1
Cc1ccc(SC(c2ccccc2)C(Cn2cncn2)C(=O)c2ccccc2)cc1 (stereo unspecified),1.2,96,2,-8,44,15,-11,3,-5,96,2
CN(C)S(=O)(=O)N1CCN(CC(O)COc2ccc3cc(Br)ccc3c2)CC1 (stereo unspecified),1.0,100,-6,-9,30,12,-17,17,-9,98,-1
CCOC(=O)c1ccc(S(=O)(=O)N2CCN(CC3CC=CCC3)CC2)cc1 (stereo unspecified),-0.3,96,-2,-1,19,7,5,-1,0,100,0
Cc1nn(-c2ccccc2)c(C)c1C(=O)Nc1nnc(-c2ccco2)o1,0.1,99,-3,0,30,7,-1,6,2,96,2
Cc1ccc(N2CC(C(N)=O)CC2=O)cc1 (stereo unspecified),-0.2,92,-4,-7,13,6,-9,16,-12,90,-1
Cc1ccc(C(=O)Nc2ccc(Cl)cn2)cc1S(=O)(=O)N1CCOCC1,1.9,85,-2,4,30,0,3,19,4,91,2
CCc1ccc(S(=O)(=O)NCc2csc(C)n2)s1,0.5,102,-2,0,11,3,-2,6,-5,100,1
Cc1cc(C(=O)OCC(=O)N2CCc3ccccc32)c(C)o1,0.3,102,-4,-3,11,8,0,4,-2,105,-2
O=C(CN1C(=O)NC(c2ccccc2)(c2ccccc2)C1=O)Nc1cccnc1Cl,0.2,102,0,0,19,11,-2,1,0,101,1
COc1ccc(OC)c(/C=N/N=C2\SCC(=O)N2Cc2ccco2)c1,0.8,103,-6,-2,26,11,0,2,-1,101,0
CCOC(=O)C/C(C)=N/NC(=O)CNc1cccc(Cl)c1C,-2.0,102,-4,-1,13,13,-2,-5,-5,u,0
COc1ccc(-c2nnc(SCC(=O)N3CCOCC3)o2)cc1OC,0.6,102,-9,-8,16,25,-7,7,-12,103,-5
COC(=O)Cc1c[nH]c2ccc(OCC(O)CNC(C)C)cc12 (stereo unspecified),0.7,90,0,-1,15,21,-6,2,-4,100,2
O=C(NNC1=NCCCCC1)Nc1cccc(Cl)c1,1.9,105,0,-1,13,12,-1,6,-2,u,0
Cc1nnnn1CC(=O)Nc1ccccc1[N+](=O)[O-],0.8,100,-4,4,6,2,1,1,-2,101,0
CC(C)(C)NC(=O)NC(=O)COC(=O)c1nc(-c2ccccc2)n(-c2cccc(C(F)(F)F)c2)n1,2.9,104,-4,0,9,6,0,8,-4,101,-3
CCCn1nnnc1NC(=O)c1cccs1,0.8,102,-3,-4,23,7,-1,3,1,103,0
Cc1nc2ccc(N=NC3=C(O)CC(C)(C)CC3=O)cc2s1,2.2,98,-7,-4,4,11,-1,16,-8,94,-2
CCn1c(SCC(=O)Nc2ccc(S(=O)(=O)Nc3onc(C)c3C)cc2)nnc1-c1ccccc1,0.1,101,-2,-7,12,9,-10,0,-5,101,0
Cc1cc(C)nc(SCC2COc3ccccc3O2)n1 (stereo unspecified),0.6,101,1,-2,16,7,-10,4,-6,102,2
Cc1ccc(-n2cc(CNCC3CC(=O)N(C4CC4)C3)c(-c3cccc(C)c3)n2)cc1 (stereo unspecified),3.1,106,-1,-2,18,6,-4,8,-6,107,0
CC(=O)N1C(=O)C2(C(C#N)=C(N)Oc3c2c(C)nn3-c2ccccc2)c2ccccc21 (stereo unspecified),2.2,98,5,-9,48,7,-3,10,-8,99,-2
C[C@H](N)c1nnc(SCc2ccc(Cl)cc2Cl)o1,0.4,102,-4,-9,17,9,-11,1,-7,102,0
CC(=O)NC(Cc1cccc(C)c1)C(=O)NC1CCN(c2ncccc2[N+](=O)[O-])CC1 (stereo unspecified),0.9,101,-12,-4,11,10,-4,3,-7,99,-6
Cc1ccc(S(=O)(=O)N(C)c2ccc(OCC(=O)Nc3nc4c(ccc5ccccc54)s3)cc2)cc1,-0.2,98,-2,-1,6,1,-1,-1,-3,98,-4
O=C(CC1CCCCC1)NCc1cn2ccsc2n1,0.2,103,-10,-7,32,14,-22,4,-10,103,-4
CCOC(=O)c1c(NC(=O)c2ccnn2C)sc(C)c1C,0.8,101,-4,3,15,5,0,14,-2,102,-1
CC(C)=CCC(C)(C)C1OCCN1C(=O)c1ccccc1 (stereo unspecified),0.6,92,4,-12,27,10,-13,2,-12,87,0
COc1cccc(/C=N/Nc2ncnc3scc(-c4ccccc4)c23)c1O,0.2,100,-2,9,20,4,5,15,-4,101,3
CCn1c(COc2ccccc2)nnc1SCC(=O)NC1CCCCC1,0.2,96,-1,-3,5,6,-10,0,-4,99,-5
COC(=O)CNC(=O)c1c(-c2c(Cl)cccc2Cl)noc1C,-0.2,107,-1,-2,27,35,-1,0,-2,101,0

# The closing 3 records of the part before open the next one:
SMILES,ABCB1 inh,RGS4-Gao reg,Bim-Bcl-XL,Bim-Bcl-2,GSH fluor,Avidin fluor,Bfl-1 Bim block,ABCG2 inh,Bcl-B Bim block,RGS7-Gao,Bim-Bcl-W
COc1cccc(/C=N/Nc2ncnc3scc(-c4ccccc4)c23)c1O,0.2,100,-2,9,20,4,5,15,-4,101,3
CCn1c(COc2ccccc2)nnc1SCC(=O)NC1CCCCC1,0.2,96,-1,-3,5,6,-10,0,-4,99,-5
COC(=O)CNC(=O)c1c(-c2c(Cl)cccc2Cl)noc1C,-0.2,107,-1,-2,27,35,-1,0,-2,101,0
Cc1cc(C)c2nc(N3CCC(C(=O)NCCCN4CC(C)CC(C)C4)CC3)sc2c1 (stereo unspecified),0.6,97,0,-2,15,9,-4,6,-5,101,0
Cc1cc(C)cc(NC(=O)NCc2nnc(SCc3ccccc3)n2C)c1,0.5,98,0,0,17,21,-1,5,1,102,0
COC(=O)NC(C)N1C(=O)C2C3C=CC(C3)C2C1=O (stereo unspecified),0.6,101,-2,1,23,7,7,15,8,92,1
CCN(CC)c1cccc(OC2=NS(=O)(=O)c3ccccc32)c1,0.2,96,-12,-4,30,7,0,1,-10,101,0
Cc1cccc(-c2nsc(SCC(=O)c3ccc(Cl)cc3)n2)c1,-0.3,100,-7,-8,15,18,-15,-6,-12,97,-3
CN(C)CCCOC(=O)COc1ccc(C(C)(C)C)cc1,-0.1,109,-5,-5,10,6,-3,0,-5,107,-2
CCN(CC)/C(Sc1ccccc1)=C(\C(Cl)=C(Cl)Cl)[N+](=O)[O-],-0.6,106,0,4,10,12,-3,-1,-1,112,0
Cc1ccc(C)n1-c1ccc(C(=O)Nc2ccccc2F)cc1,0.2,96,-2,-5,12,22,-6,2,-7,99,-2
OC1CCN(C(=S)Nc2ccc(Oc3ccccc3)cc2)CC1,0.5,104,0,-1,12,10,-1,2,-10,u,3
CC(C)OCCCNC(=O)c1cc2c(s1)CS(=O)(=O)C2,0.0,96,-1,-4,24,12,-1,1,-3,95,-3
CCSc1nnc(-c2cccnc2)n1Cc1ccco1,0.1,99,0,-1,24,11,0,0,1,97,0
CC(C)CC(=O)NNC(=S)NCc1ccco1,0.5,98,-6,-3,21,5,-1,1,-18,96,-4
CCOC(=O)N1CCN(C(=O)c2cc(-c3ccc(F)cc3)[nH]c2C)CC1,1.0,108,0,-4,10,18,-10,6,-7,102,-1
CC1=C2C(CCS2(=O)=O)CC2(C1)C(=O)OC(C)(C)OC2=O (stereo unspecified),0.1,92,0,0,46,2,0,1,4,89,0
Nc1cccnc1Sc1cccc(Cl)c1,0.1,101,-2,2,12,13,0,1,-2,102,-1
O=C(CCNC(=O)Cn1ccc2ccccc2c1=O)NCCC1=CCCCC1,0.1,97,0,0,12,11,-2,0,-2,98,-2
Cn1c(CCN2CCN(c3ccccc3)CC2)nc2cc(NC(=O)c3ccco3)ccc21,0.5,97,-3,-5,12,37,-2,0,-4,94,-2

# Screens from PubChem.
